T cell modulator: modulators of CD8 T cell-vesicle binding, primary screen, mouse 2C CD8+ T cells, flow cytometry. 2C CD8+ T cell-vesicle binding; hits give low values. calls only at 7 µM. 330,000 tested, 0.068% active;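 active = response, share of CD8 T cells binding vesicles, and their 90th percentile fluorescence all below set limits, cut at about 80% in these data, passing the limit was not always enough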
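Benchmarks: naked versus QL9-loaded vesicles / Assay system: purified 2C TCR transgenic mouse naive CD8+ T cells / Technique: high-throughput flow cytometry with anti-B7-1 and anti-CD8 staining / Timing: Cell–vesicle co-incubation 1.5 h at 37 °C, staining 20 min on ice / Read-out: percent CD8+ FL2 mean versus row control / Probe or stimulus: QL9-loaded Drosophila micro-vesicles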
LYP inhibition: inhibitors of LYP phosphatase, biochemical, fluorescence intensity, uHTS (AID 1779). Tyrosine-protein phosphatase non-receptor type 22 (Homo sapiens). recombinant LYP phosphatase, fluorescence intensity; higher % means a stronger effect. inhibition, % at 11.5 µM; hits with a dose series show IC50 in µM. 290,000 tested, 0.054% active; in the data active = inhibition above about 50%;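 also: plate controls were vehicle with enzyme for no effect and no enzyme for full effect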
GPR35 arrestin U2OS: GPR35 antagonists blocking zaprinast-driven arrestin recruitment, primary screen, imaging, U2OS, beta-arrestin-GFP, zaprinast agonist (AID 2058); U2OS GPR35 beta-arrestin-GFP translocation imaging, zaprinast antagonism; higher % means a stronger effect; 290,000 tested, 0.052% active; inhibition, % at 10 µM; hits with a dose series show IC50 in µM; G-protein coupled receptor 35 (Homo sapiens);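 active = inhibition of at least 50% with at least 30 cells and total cytoplasm GFP at most 10,000,000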
Lipid droplet: inhibitors of hepatocyte lipid droplet formation, primary screen, imaging, high-throughput imaging, BODIPY stain | AML12 mouse hepatocytes, oleate lipid droplets | inhibition, % at 6.5 µM | 240,000 tested, 0.4% active | AID 1656, 2009;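 active = lipid droplet intensity inhibited by at least 50%, with more than 500 cells counted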
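Assay system: AML12 mouse liver cells | Compound dosing: One dose, 6.5 µM compound | Read-out basis: Droplet intensity reduction, % inhibition | Measured by: Fluorescence imaging, 20x objective, two fields per well | Schedule: Overnight treatment with compound plus oleate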
NTR1 agonist: agonists of NTR1, primary screen, imaging, U2OS cells, beta-arrestin-GFP, high content (AID 493036); NTR1-U2OS beta-arrestin-GFP spot imaging, agonist mode; activation, % at 20 µM; 330,000 tested, 0.17% active; Neurotensin receptor type 1 (Homo sapiens), P30989;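 active = activation at or above 40% of the spot to cytoplasm intensity ratio, with at least 20 cells analyzed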;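 also: 0% = DMSO without peptide and 100% = 100 nM NTR1 peptide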
Target sequence (P30989 whole entry, looked up): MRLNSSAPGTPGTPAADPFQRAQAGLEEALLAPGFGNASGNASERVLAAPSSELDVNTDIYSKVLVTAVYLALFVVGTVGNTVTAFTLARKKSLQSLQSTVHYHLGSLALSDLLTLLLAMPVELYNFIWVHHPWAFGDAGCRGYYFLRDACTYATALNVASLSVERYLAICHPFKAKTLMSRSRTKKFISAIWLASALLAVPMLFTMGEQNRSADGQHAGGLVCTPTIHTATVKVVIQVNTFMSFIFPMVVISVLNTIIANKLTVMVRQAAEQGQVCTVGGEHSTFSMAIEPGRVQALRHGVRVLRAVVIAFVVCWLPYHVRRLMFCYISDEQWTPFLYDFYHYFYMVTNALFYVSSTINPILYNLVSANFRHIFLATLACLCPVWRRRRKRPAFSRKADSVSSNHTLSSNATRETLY
GPR55 LPI antagonism: GPR55 antagonists blocking LPI-driven arrestin recruitment, primary screen, imaging, U2OS, beta-arrestin-GFP, LPI agonist (AID 2013). G-protein coupled receptor 55 (Homo sapiens). one-dose inhibition, % at 10 µM; IC50 in µM for titrated hits. 290,000 tested, 0.13% active. U2OS GPR55 beta-arrestin-GFP translocation imaging, LPI antagonism; higher % means a stronger effect;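 active = spots per cell inhibited over 60%, with over 100 cells counted and total cytoplasm intensity under 500,000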;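 also: U2OS cells stably carrying GPR55 and arrestin-GFP stimulated by 5 µM LPI near EC80; imaged beta-arrestin-GFP aggregate spots per cell after agonist stimulation; plate controls were LPI-stimulated DMSO wells for no effect and DMSO wells without LPI for full effect; some results filed as inactive read as strong as hits; confirmed hits need IC50 under 10 µM and bright autofluorescent wells are also inconclusive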
MgcRacGAP inhibition: MgcRacGAP GTPase-activating activity inhibitors, confirmation, biochemical, ADP Hunter fluorescence. inhibition, % at 30 µM, or IC50 in µM where a hit was titrated. Rac GTPase-activating protein 1 (Homo sapiens). MgcRacGAP-stimulated Rac1 GTP hydrolysis, ADP Hunter fluorescence; higher % means a stronger effect; GST-tagged Rac1 F28L mutant substrate. 340,000 tested, 0.6% active. AID 624330, 2012;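 active = first-screen hits whose inhibition reached a set limit at any dose in the follow-up dose series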;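 also: fluorescence reports GDP produced by GAP-driven GTP hydrolysis; strong numbers were not always called active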
GPR55 activation: GPR55 agonists via beta-arrestin recruitment, primary screen, imaging, U2OS cells, beta-arrestin-GFP redistribution (AID 1961). G-protein coupled receptor 55 (Homo sapiens). U2OS GPR55 beta-arrestin-GFP redistribution imaging; higher % means a stronger effect. one-dose activation, % at 10 µM; EC50 in µM for titrated hits. 290,000 tested, 0.048% active;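 active = activation above 40% with more than 50 cells counted in the well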;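 also: U2OS osteosarcoma cells stably expressing GPR55 and beta-arrestin-GFP; plate controls were DMSO negative control for no effect and LPI positive control for full effect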
Large T inhibition: SV40 large T antigen inhibitors, biochemical (AID 1903); SV40 large T antigen ATPase/helicase inhibition assay; higher % means a stronger effect; one-dose inhibition, % at 20 µM; IC50 in µM for titrated hits; 310,000 tested, 0.39% active; in the data active = a potency from the dose series; also: strong numbers were not always called active
Lipid droplet cells 6.5 µM: further read-out of Lipid droplet, marked with its call; cell count; measured here: cell count, cytotoxicity flag;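 cells counted across two imaged fields per well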
T cell modulator vesicle-bound %: further read-out of T cell modulator, marked with its call; double positive events, %; measured here: CD8+ vesicle-bound cell fraction;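 binding gate set so that unloaded-vesicle control wells show 10% double positive cells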
NTR1 agonist cell count 20 µM: further read-out of NTR1 agonist, marked with its call; cell count; measured here: cell count, cytotoxicity flag
An asterisk follows results filed as active; i = inactive; nt = not tested or not shown.

The line under a structure holds: Lipid droplet, LYP inhibition, Lipid droplet cells 6.5 µM, MgcRacGAP inhibition, NTR1 agonist, GPR55 LPI antagonism, GPR55 activation, Large T inhibition, T cell modulator vesicle-bound %, T cell modulator, NTR1 agonist cell count 20 µM, GPR35 arrestin U2OS
- O=C(CCn1c(=O)oc2ccccc21)N1CCN(c2ccc(F)cc2)CC1
  2, 2%, 635, 1%, -1.4, -12%, 0.2%, 2%, 36, i, 82, 1%
- CCOC(=O)N1CCN(Cc2nnc(-c3ccccc3Cl)o2)CC1
  0, -5%, 823, 2%, -1.8, -3%, 0.0%, 8%, 31, i, 57, 2%
- Cc1ccc(NC2=NC(c3ccco3)n3c(nc(C)cc3=O)N2)c(C)c1 (stereo not given)
  nt, -9%, nt, nt, nt, 1%, -0.3%, nt, nt, nt, nt, 2%
- COCC(=O)N(Cc1nc2sc(C)c(C)c2c(=O)[nH]1)C1CCCCC1
  16, -8%, 784, 5%, 2.4, 5%, -0.1%, 22%, 33, i, 67, -1%
- COc1ccc(NC(=O)CCc2c(C)nn(-c3ccc(N4CCOCC4)nn3)c2C)cc1
  2, -9%, 760, -4%, 0.6, -3%, -0.1%, 3%, 5, i, 64, 9%
- O=C(CSc1nc2sc3c(c2c(=O)n1-c1ccccc1)CCCC3)NCc1ccco1
  13, -3%, 716, 0%, 6.5, 0%, -0.1%, 2%, 36, i, 58, -6%
- Cc1ccc(OCCN2C(=O)S/C(=C\c3ccc(C)o3)C2=O)cc1
  -5, 4%, 575, 10%, 2.2, 5%, -0.5%, 4%, 17, i, 49, 1%
- O=C(CCC1CCCN(C(=O)c2ccco2)C1)NCc1ccccc1F (stereo not given)
  0, -9%, 650, -2%, 0.2, 7%, -0.3%, 10%, 31, i, 56, -8%
- Cc1ccc(C2=NNC(C(O)C(O)C(O)CO)S2)cc1 (stereo not given)
  11, -7%, 853, 4%, 1.3, 3%, 0.1%, 6%, 45, i, 61, 3%
- COc1cccc(NC(=O)CN(C)C(=O)c2cccc(S(=O)(=O)N3CCN(c4ccc(F)cc4)CC3)c2)c1
  nt, nt, nt, -2%, 0.0, nt, nt, 10%, 10, i, 58, nt
- Cc1ccc(C(=O)CC(=O)COc2ccc(Cl)cc2C)cc1
  -6, 5%, 694, 12%, 0.7, -12%, 0.2%, 2%, 37, i, 89, -4%
- Cc1cc(N/N=C/c2ccco2)c2ccccc2n1
  3, -9%, 685, 14%, -1.7, -10%, -0.1%, 3%, 64, i, 85, 7%
- COC(=O)C[C@H]1c2cc(F)ccc2S(=O)(=O)N1Cc1ccccc1OC
  nt, nt, nt, 4%, 0.2, nt, nt, 7%, 28, i, 80, nt
- O=c1oc(-c2ccc(F)cc2)nc2ccsc12
  7, -6%, 844, 6%, 1.5, 4%, 0.2%, 3%, 17, i, 53, 8%
- O=S(=O)(c1cccs1)N1CCN(Cc2ccccc2)CC1
  nt, -8%, nt, 5%, -1.5, 12%, -0.2%, -3%, 32, i, 68, -5%
- O=C1CCC(c2ccc3c(c2)CCC3)=NN1
  -24, -6%, 813, 5%, 0.5, 15%, 0.0%, 3%, 48, i, 50, -1%
- O=C(CSc1ccc2nnc(-c3ccc(F)cc3)n2n1)N1CCCc2ccccc21
  2, 6%, 620, -1%, 4.6, 0%, 0.1%, 6%, 44, i, 49, 0%
- C[C@H](NC(=O)[C@@H]1Cc2ccccc2CN1)C(=O)Nc1ccc2c(c1)OCO2
  4, -7%, 693, 5%, -0.7, 17%, -0.1%, 6%, 8, i, 61, 13%
- COc1ccc(NC(=O)Cn2nnc(C(=O)NCc3ccccc3)c2N)c(OC)c1
  -2, 0%, 688, 3%, -2.0, -6%, 0.2%, 11%, 60, i, 80, -14%
- O=C(NNC(=O)c1ccccc1)C(=O)N1CCCCC1
  nt, 2%, nt, 4%, -0.4, 9%, 0.2%, 4%, 35, i, 89, 4%
- COc1nc(Cl)cn(-c2ccc(Cl)cc2)c1=O
  34, 7%, 681, 8%, 0.9, -6%, 0.5%, -2%, 38, i, 62, 6%
- COc1ccc(/C=C(/NC(=O)c2ccccc2)C(=O)N/N=C/c2cccs2)cc1OC
  nt, 1%, nt, 4%, -1.5, -4%, 0.0%, 3%, 26, i, 50, 22%
- Fc1ccc(Sc2nc(-c3ccccc3)nnc2C(F)(F)F)cc1
  32, -7%, 678, 18%, 30, 22%, 0.2%, 4%, 28, i, 72, 5%
- Cc1noc(-c2ccccc2OC(=O)c2ccccc2)n1
  nt, -4%, nt, 2%, -0.8, 15%, -0.2%, 1%, 60, i, 61, 10%
- CCOc1ccc(CN2CCN(S(=O)(=O)c3ccc(NC(C)=O)cc3)CC2)cc1
  3, 0%, 650, 221µM*, 2.7, -1%, 0.7%, 10%, 49, i, 52, -14%
- COc1ccccc1N1CCN(Cc2ccc(C(=O)O)cc2)CC1
  7, -1%, 823, 10%, 1.1, 9%, -0.1%, -1%, 55, i, 62, -1%
- CCOc1ccc(N(CC(=O)NCc2ccc(Cl)cc2)S(=O)(=O)c2ccccc2)cc1
  10, 0%, 832, 7%, 3.0, -3%, 0.0%, 3%, 47, i, 73, 16%
- O=CN1CCN(C(=O)c2ccccc2F)CC1
  nt, -11%, nt, 17%, -0.7, -6%, -0.2%, 2%, 40, i, 50, -4%
- COc1ccc(N(CC(=O)N2CCN(C)CC2)S(=O)(=O)c2ccccc2)cc1
  10, -1%, 842, 3%, -0.2, -9%, 0.3%, 7%, 26, i, 35, 14%
- O=C(NC12CC3CC(CC(C3)C1)C2)c1cnccn1
  2, -3%, 750, 8%, -1.7, 4%, -0.1%, 0%, 27, i, 86, 7%
- CCOc1ccc(CCNC(=O)c2ccc3ccccc3n2)cc1OCC
  78*, -4%, 709*, 7%, 3.3, -9%, -0.1%, 4%, 57, i, 71, 12%
- CCN(CC)c1ccc(NC(=O)c2ccc(=O)[nH]c2)cc1S(=O)(=O)Nc1ccccc1OC
  4, 6%, 677, 14%, 3.8, -8%, -0.2%, 8%, 50, i, 33, -21%
- CC(/C=C1\SC(=S)N(CC(=O)O)C1=O)=C\c1ccccc1
  -5, 5%, 758, 7%, 0.6, -8%, -0.3%, 19%, 39, i, 54, 9%
- COc1ccc(Cl)cc1NC(=O)C(C)N(C)Cc1cccc(Cl)c1Cl (stereo not given)
  -17, -1%, 729, 2%, 2.5, 1%, 0.6%, 1%, 32, i, 67, 10%
- CCOc1ccccc1NC(=O)CCS(=O)(=O)c1cccs1
  -1, -5%, 814, 3%, -0.2, 0%, 0.6%, 2%, 42, i, 55, -4%
- COc1ccc(/C=C/C(=O)O)cc1S(=O)(=O)N1CCCCC1
  -17, -7%, 563, -7%, 0.4, 9%, 0.0%, 10%, 44, i, 27, 2%
- COc1ccc(-n2c(SCC(=O)NCc3ccco3)nnc2-c2c[nH]c3ccccc23)cc1
  1, -4%, 535, 17%, 5.0, 7%, -0.3%, 3%, 29, i, 89, -13%
- COC(=O)/C=C1\C(=O)N(c2nc3ccc(OC)cc3s2)C(=S)N1c1ccc(F)cc1
  1, 3%, 650, nt, 16, -2%, -0.3%, 21%, 20, i, 55, -5%

Structures listed so far with a furan ring, fused or not, in the order listed:
The line under a structure holds: Lipid droplet, LYP inhibition, Lipid droplet cells 6.5 µM, MgcRacGAP inhibition, NTR1 agonist, GPR55 LPI antagonism, GPR55 activation, Large T inhibition, T cell modulator vesicle-bound %, T cell modulator, NTR1 agonist cell count 20 µM, GPR35 arrestin U2OS
- Cc1ccc(NC2=NC(c3ccco3)n3c(nc(C)cc3=O)N2)c(C)c1 (stereo not given)
  nt, -9%, nt, nt, nt, 1%, -0.3%, nt, nt, nt, nt, 2%
- O=C(CSc1nc2sc3c(c2c(=O)n1-c1ccccc1)CCCC3)NCc1ccco1
  13, -3%, 716, 0%, 6.5, 0%, -0.1%, 2%, 36, i, 58, -6%
- Cc1ccc(OCCN2C(=O)S/C(=C\c3ccc(C)o3)C2=O)cc1
  -5, 4%, 575, 10%, 2.2, 5%, -0.5%, 4%, 17, i, 49, 1%
- O=C(CCC1CCCN(C(=O)c2ccco2)C1)NCc1ccccc1F (stereo not given)
  0, -9%, 650, -2%, 0.2, 7%, -0.3%, 10%, 31, i, 56, -8%
- Cc1cc(N/N=C/c2ccco2)c2ccccc2n1
  3, -9%, 685, 14%, -1.7, -10%, -0.1%, 3%, 64, i, 85, 7%
- COc1ccc(-n2c(SCC(=O)NCc3ccco3)nnc2-c2c[nH]c3ccccc23)cc1
  1, -4%, 535, 17%, 5.0, 7%, -0.3%, 3%, 29, i, 89, -13%

Source: PubChem BioAssay
